OXTR ag: human OXTR agonism | CHO-OTR cells, Fluo-8 calcium fluorescence; normalized: DMSO 0%, oxytocin 100% | activation, % at 3 µM | hit rate 0.32% among 320,000 | AID 2435;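 active = activation above the mean of all tested compounds plus 3 SD, cutoff set per screening run, cut at about 20% in these data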;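 note: peak over basal fluorescence ratio from a 100 s FLIPR kinetic read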
PHOSPHO1 block: inhibitors of human PHOSPHO1 phosphatase; Q8TCT1; hit rate 1.1% among 290,000; inhibition, % at 13.3 µM; recombinant PHOSPHO1, absorbance phosphatase assay; in the data active = inhibition above about 60%
Target sequence (Q8TCT1 whole entry, looked up): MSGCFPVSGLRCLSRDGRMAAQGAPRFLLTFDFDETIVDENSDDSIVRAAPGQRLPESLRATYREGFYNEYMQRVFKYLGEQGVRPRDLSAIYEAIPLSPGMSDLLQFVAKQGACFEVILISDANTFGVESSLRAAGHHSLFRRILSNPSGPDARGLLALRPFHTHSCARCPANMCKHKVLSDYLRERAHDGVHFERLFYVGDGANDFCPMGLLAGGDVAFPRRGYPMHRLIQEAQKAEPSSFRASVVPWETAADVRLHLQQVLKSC
IMP-1 inhibitor: inhibitors of Pseudomonas aeruginosa IMP-1 metallo-beta-lactamase; hit rate 0.45% among 290,000; inhibition, % at 5.6 µM; purified IMP-1, nitrocefin hydrolysis, epi-absorbance fluorescence; AID 1556;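 active = inhibition above the mean plus 3 SD of all compounds in the same screening run, cut at about 4.5% in these data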;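 note: 0% = IMP-1 with DMSO and 100% = DMSO wells lacking enzyme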
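Test system: recombinant IMP-1 enzyme, purified / Medium: HEPES buffer pH 7.1 with ZnSO4 and Brij 35 / Doses: single dose, 5.6 µM / Times: 25 °C, 15 min preincubation, 25 min reaction / Detection: Epi-absorbance via hydrolysed-nitrocefin quenching of white-plate fluorescence, 480/530 nm, EDTA stop / Evaluation: percent inhibition from optical density relative to buffer-blank wells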
NS3 helicase inh: blocks Hepatitis C virus NS3 helicase unwinding. AID 1800. inhibition, % at 10.9 µM. hit rate 0.56% among 290,000. NS3 helicase DNA unwinding, Cy5 molecular beacon fluorescence;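 active = inhibition above the mean of all tested compounds plus 3 SD, set per campaign, cut at about 35% in these data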;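 note: 0% = DMSO wells and 100% = thioflavine S control wells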
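Assay system: hepatitis C virus NS3 helicase domain fragment enzyme. Also added: annealed dual-labelled DNA beacon duplex, ATP-started. Timing: 1 h reaction at 25 °C, ATP-initiated. Technique: Cy5 fluorescence at 0 and 60 min, beacon hairpin quenching. Evaluation: % inhibition of unwinding. Replication: one well per compound.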
VIM-2 inhibitor: blocks Pseudomonas aeruginosa VIM-2 metallo-beta-lactamase | hit rate 0.89% among 290,000 | purified VIM-2, nitrocefin hydrolysis, epi-absorbance fluorescence | inhibition, % at 5.6 µM;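 active = inhibition above the mean of all tested compounds plus 3 SD, cutoff set per screening run, cut at about 7.5% in these data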;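 note: red hydrolysis product quenches plate fluorescence so inhibitors raise well fluorescence; 0% = enzyme with DMSO and 100% = DMSO without enzyme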
FID counter: counter-screen for HCV NS3 helicase inhibitors: DNA intercalator displacement; DNA fluorescent intercalator displacement, fluorescence; inhibition, % at 7.9 µM; hit rate 0.17% among 290,000; AID 1845; in the data active = inhibition above about 37%;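 note: 0% = vehicle and 100% = reference compound; higher means more ethidium bromide displaced from hairpin DNA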
V1aR counter: V1a receptor agonism, counter-screen for OXTR agonists | AID 2797 | hit rate 0.25% among 320,000 | CHO-V1R cells, Fluo-8 calcium fluorescence, agonist mode; 0% DMSO, 100% 3 nM vasopressin | P37288 | activation, % at 3 µM;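 active = activation above the mean activation of all tested compounds plus 3 SD, per screening run, cut at about 20% in these data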;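 note: signal is peak over basal fluorescence ratio across a 100 second FLIPR read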
GPR7 antag: antagonists of human GPR7 (neuropeptides B/W receptor 1) | P48145 | GPR7-expressing cells, fluorescence antagonist assay | inhibition, % at 4.4 µM | hit rate 1.1% among 290,000 | AID 1861; in the data active = inhibition above about 16%, passing the limit was not always enough;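 note: cells stimulated with the agonist NPW; 0% = agonist with vehicle and 100% = vehicle without agonist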
Target sequence (P48145 whole entry, looked up): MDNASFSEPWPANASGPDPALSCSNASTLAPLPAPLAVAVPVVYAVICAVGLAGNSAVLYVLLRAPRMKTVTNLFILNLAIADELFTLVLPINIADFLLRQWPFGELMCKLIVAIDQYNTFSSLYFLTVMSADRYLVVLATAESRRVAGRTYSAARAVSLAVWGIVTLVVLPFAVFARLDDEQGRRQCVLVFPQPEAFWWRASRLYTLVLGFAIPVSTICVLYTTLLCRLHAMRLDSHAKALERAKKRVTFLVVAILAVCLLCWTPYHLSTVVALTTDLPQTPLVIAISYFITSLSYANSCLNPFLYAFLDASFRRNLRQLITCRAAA
GalR3 antagonist: antagonists of human GalR3; inhibition, % at 3 µM; hit rate 0.44% among 360,000; HEK293 GalR3-CNG cAMP membrane potential fluorescence; galR3 body fused to GalR1 C-terminus;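 active = inhibition above the screen-wide average plus 3 SD, cut at about 13% in these data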;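 note: forskolin and galanin both at EC90 stimulate the cells; cAMP rise reported by CNG channel membrane potential dye signal; 0% = forskolin plus galanin with DMSO and 100% = forskolin alone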
Target sequence (O60755 1-299 limits assumed): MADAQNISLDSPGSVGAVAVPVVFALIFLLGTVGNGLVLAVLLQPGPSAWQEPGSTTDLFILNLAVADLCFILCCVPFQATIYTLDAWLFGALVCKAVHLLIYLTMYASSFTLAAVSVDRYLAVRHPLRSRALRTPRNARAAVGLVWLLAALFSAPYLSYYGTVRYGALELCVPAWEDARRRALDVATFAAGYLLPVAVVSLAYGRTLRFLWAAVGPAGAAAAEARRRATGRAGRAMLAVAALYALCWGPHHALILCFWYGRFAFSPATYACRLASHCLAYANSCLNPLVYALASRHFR
Starred values were filed as active, the others as inactive; · = no result given. Not a hit list. About 4.3% of those tested had a hit in this group.

SMILES	OXTR ag	PHOSPHO1 block	IMP-1 inhibitor	NS3 helicase inh	VIM-2 inhibitor	FID counter	V1aR counter	GPR7 antag	GalR3 antagonist
COc1ccc(N(C)C(=O)Cc2c(C(=O)O)[nH]c3ccccc23)c(OC)c1	1.3	-23	-2.0	8	-3.1	-44	1.6	-3	8
CCC(=O)Nc1nc2ccccc2n1Cc1ccccc1Cl	-1.9	24	-3.9	10	-3.2	-20	-0.3	3	-5
COc1ccc(/C=N/Nc2nc(-c3cccnc3)nc3ccccc23)cc1OC	-1.4	8	-1.3	-10	4.7	-27	-0.7	-6	0
COc1ccc2c(c1OC)C(=O)N1C(C(=O)O)Cc3c([nH]c4ccccc34)C21 (stereo not given)	-0.2	-4	-2.2	-14	-3.3	-10	0.6	6	-8
COc1ccc2c(CC(=O)N[C@@H](Cc3ccccc3)C(=O)O)cc(=O)oc2c1C	·	14	-3.2	4	-3.1	-38	·	4	-10
Cc1cc(C(=O)NC(C)C2CCCO2)cs1 (stereo not given)	0.2	-52	-2.6	-13	-2.4	1	0.5	-12	·
Cc1ccc(NC(=O)NCC2CCN(Cc3cc(C)ccc3Cl)CC2)c(C)c1	2.7	28	-3.1	-9	-4.0	9	2.9	10	-1
Nc1nonc1-n1nnc(C(=O)N/N=C/c2c(Cl)cccc2Cl)c1CSC1=NCCS1	-0.7	0	-3.2	7	-3.6	-1	1.0	-9	5
Cc1ccnc(NC(=O)Nc2ccc(Br)cc2Cl)c1	0.5	37	-0.7	5	-0.2	-1	0.9	-19	-8
COc1ccc(N=c2cc(-c3ccc(OC)cc3)oc3ccccc23)cc1	-0.5	4	-1.6	-5	-1.1	-4	-0.7	4	0
O=c1c2ccccc2nc(SCc2ccc([N+](=O)[O-])cc2)n1-c1ccc(Cl)cc1	0.8	10	-3.9	-1	-2.0	2	0.3	24	-4
Cc1ccc(C)c(NS(=O)(=O)c2ccc(OCC(=O)NCc3ccco3)cc2)c1	4.1	4	-1.4	3	-1.1	-22	16	5	0
O=C(O)CN1CCN(Cc2ccccc2F)C1=O	0.1	-8	-1.7	0	1.0	2	0.2	-6	-1
O=C(c1oc(=O)c2ccccc2c1-c1ccccc1)N1CCC(O)CC1	0.7	-18	-4.0	-1	-2.0	-7	0.9	-9	2
COc1cc(CCC(C)NCc2ccccc2)ccc1O (stereo not given)	1.1	31	-3.4	-1	-2.8	2	1.6	-12	9
COc1ccc(OC)c(Nc2nc(NCCCN(C)C)nc(N)c2[N+](=O)[O-])c1	0.2	25	-0.4	-22	19*	41*	-0.1	-12	6
COc1ccc(-c2noc(N3CCC(C(=O)Nc4ccc(F)cc4F)CC3)n2)cc1	-0.6	18	-0.6	5	-1.6	-25	0.9	-1	·
O=C(NCCc1ccccc1)c1c(F)c(F)c(F)c(F)c1F	-1.8	5	-4.2	4	-4.0	-2	-0.6	-11	-5
COc1ccc(Cl)cc1NC(=O)N(C)Cc1c(C)nn(C)c1C	-0.2	-14	1.1	2	-3.7	-8	0.0	-6	-6
COc1ccc(C(=O)/C=C/Nc2ccc(S(=O)(=O)Nc3cccc(C(C)=O)c3)cc2)cc1	4.1	-16	0.1	5	1.1	-8	4.7	4	-8
Cc1c(C(=O)N2CCCCC2)c(S(=O)(=O)N2CCN(c3ccc(F)cc3)CC2)c(C)n1C	-0.1	8	-3.4	1	-7.5	-49	0.3	-3	5
COc1ccc(-c2noc(=O)n2Cc2ccc(C#N)cc2)cc1	·	24	2.3	-13	0.9	-7	·	-2	6
Fc1ccc(OCc2nn[nH]n2)c(F)c1	0.0	24	1.5	5	0.1	-9	1.4	-12	-1
CC(=O)c1sc(NC(=O)c2cc3c(C)nn(-c4ccccc4)c3s2)nc1C	0.2	-2	-0.3	-3	-2.4	-1	0.2	2	-4
O=C(c1cc2ccccc2cc1O)N1CCCC(C(F)(F)F)C1 (stereo not given)	0.9	30	-0.7	7	-0.6	-22	1.6	-3	0

Additional results follow:
SMILES	OXTR ag	PHOSPHO1 block	IMP-1 inhibitor	NS3 helicase inh	VIM-2 inhibitor	FID counter	V1aR counter	GPR7 antag	GalR3 antagonist
O=C(CNCC1CCCO1)Nc1ccc([N+](=O)[O-])cc1C(=O)Nc1ccccc1F (stereo not given)	-0.5	37	-2.9	3	-3.0	-5	1.0	-17	0
Cc1ccc(/C(N)=N/OC(=O)N2CCOCC2)cc1	0.8	7	0.0	3	-0.8	0	0.3	-7	-4
Cc1sc2nc3c(C(=O)N4CCN(c5ccccn5)CC4)cccn3c(=O)c2c1C	·	3	-4.4	-6	-1.0	-2	·	-14	·
CC(C)=CC(=O)Nc1c(C)cc(C)cc1Cl	-0.2	46	-2.2	8	-3.0	-4	-1.2	-8	-3
COc1ccccc1CN1CC(C(=O)NC2CCCCC2)CC1=O (stereo not given)	-0.5	48	0.8	2	-2.2	-13	-0.1	-5	-10
CN(C)C(=O)c1ccc(-n2nc(C(F)(F)F)c3c2CCCC3)cc1	-1.7	-1	-2.5	0	-1.1	-32	0.5	-11	-1
C=CCOc1nc2c(c(=O)n(C)c(=O)n2C)n1C	0.2	24	-1.3	6	-1.4	-8	0.8	-2	-7
Cc1nc(Nc2ccc3c(c2)OCCO3)c2c(C)c(C)sc2n1	-3.0	16	-3.4	-6	5.6	-8	-1.8	-13	-9
Cc1nn(CC#N)c(=O)n1N(C)c1ncc(C(F)(F)F)cc1Cl	0.2	-4	-1.1	6	-1.1	-1	0.6	-4	0
C/C(N)=C(/C#N)C(=O)COC(=O)c1cc(S(=O)(=O)N2CCCCC2)ccc1C	1.9	-7	1.9	-11	0.5	-14	3.9	-10	-2
CCOC(=O)CC(=O)Nc1c(C)cc(C)cc1C	-0.5	-4	0.1	-2	0.7	1	0.1	9	·
Cc1cccc2cc(CN(CC3CCCO3)C(=O)NC3CCCCC3)c(=O)[nH]c12 (stereo not given)	-1.1	9	-2.2	-2	-2.6	-33	-0.7	-3	-2
O=C1NCCCC2c3cc(O)c4ccccc4c3OC12N1CCCCC1 (stereo not given)	1.6	50	-1.2	4	-0.1	-9	1.4	-1	-8
Cc1ccc2nc(N3CCCCC3)c(C=O)c(=O)n2c1	-0.7	28	-2.8	5	-0.2	-8	-0.5	-6	·
CCC1CC(CSc2ncn[nH]2)OC1=O (stereo not given)	-0.1	45	-0.5	-1	-0.8	-2	1.0	13	6
O=C(Nc1nnc(C2CCCO2)s1)c1cccs1 (stereo not given)	-0.1	7	-3.1	-1	-3.3	-1	0.2	-6	-3
CCN(CC)c1ccc(C(=O)Nc2ccccc2)cc1[N+](=O)[O-]	-2.2	25	-2.6	-5	-2.9	-4	-0.4	-15	-5
CC1CCCN(CCCNC(=O)c2ccc(CS(=O)(=O)Cc3cccc(Cl)c3)o2)C1 (stereo not given)	-0.2	2	-3.5	0	-2.4	13	0.2	-7	-7
O=C(Cn1nnc(-c2ccccc2NC(=O)c2ccccc2F)n1)NCc1ccco1	-0.8	15	-4.0	5	-2.5	1	0.9	3	-2
COc1ccc(CCN2C(=O)C3C4CCC(C4=C(C)C)C3C2=O)cc1OC (stereo not given)	-1.4	3	-0.8	-18	-2.6	-19	1.4	-3	-5
CCOC(=O)c1ccc2[nH]c3c(c2c1)CCCC3O (stereo not given)	-2.1	28	-1.9	-7	0.5	-6	-0.6	15	-6
O=C(CCCc1ccccc1)N=C1SC2CS(=O)(=O)CC2N1c1ccccc1F (stereo not given)	2.0	18	-1.7	-4	-0.8	-40	4.5	0	1
O=C(COc1cccc2cccnc12)NCC(F)(F)F	0.5	36	-0.4	-5	1.4	-1	1.2	-7	-3
O=C(Cn1[nH]c(=O)c2ccccc2c1=O)N1CC=C(c2ccccc2)CC1	5.3	14	-0.6	8	2.2	-24	4.9	14	-1
Cc1cccc(N(C(=O)CCC(=O)Nc2ccccn2)C(C(=O)NC(C)C)c2ccc(O)cc2)c1 (stereo not given)	0.0	15	-3.7	-3	-5.1	-33	0.3	-10	-1

Sorted by heavy-atom count (smallest number first): some entries from above
SMILES	OXTR ag	PHOSPHO1 block	IMP-1 inhibitor	NS3 helicase inh	VIM-2 inhibitor	FID counter	V1aR counter	GPR7 antag	GalR3 antagonist
Cc1ccc2nc(N3CCCCC3)c(C=O)c(=O)n2c1	-0.7	28	-2.8	5	-0.2	-8	-0.5	-6	·
CN(C)C(=O)c1ccc(-n2nc(C(F)(F)F)c3c2CCCC3)cc1	-1.7	-1	-2.5	0	-1.1	-32	0.5	-11	-1
O=C(CNCC1CCCO1)Nc1ccc([N+](=O)[O-])cc1C(=O)Nc1ccccc1F (stereo not given)	-0.5	37	-2.9	3	-3.0	-5	1.0	-17	0

Next section.
SMILES	OXTR ag	PHOSPHO1 block	IMP-1 inhibitor	NS3 helicase inh	VIM-2 inhibitor	FID counter	V1aR counter	GPR7 antag	GalR3 antagonist
O/N=C(\CN1CCCCC1)c1ccccc1	1.2	18	-2.4	-9	-1.7	-4	0.2	-3	-11
CC(C)(C)C(=O)CSc1nc2c(c(-c3cccs3)c1C#N)CCC2	-1.2	-12	-1.2	8	0.1	1	0.8	-10	-4
CN(C)S(=O)(=O)c1ccc(NC(=O)C2CC(=O)N(Cc3ccccc3)C2)cc1 (stereo not given)	-0.2	-4	-2.1	5	-1.3	-11	0.0	4	-7
Cc1cc2oc(=O)cc(CN3CCC(C)CC3)c2cc1C	-0.7	23	-1.6	-7	-0.4	-10	-0.5	3	-5
Cc1ccc(CN2CCN(Cc3ccc(OCCO)cc3)CC2CCO)o1 (stereo not given)	0.6	14	-2.0	9	-1.7	-1	0.2	-22	-5
COC(=O)c1c(C)nc2ccccc2c1C(=O)O	0.2	5	0.1	-8	-1.3	4	0.8	-10	0
CN1CCN(c2ccc(Cl)cc2NC(=O)c2ccc([N+](=O)[O-])cc2)CC1	1.6	-10	-1.8	-15	-3.3	19	1.7	4	0
COc1ccccc1COCC(O)CN(Cc1ccco1)Cc1ccccc1O (stereo not given)	-0.5	2	-3.5	-7	-4.8	-10	3.3	0	1
OCCn1c(Cl)nc2ccccc21	-0.4	-14	-2.4	1	-1.9	3	0.0	4	-4
O=C(Nc1ccc(Cl)c(Cl)c1)O/N=C/c1ccncc1	13	-10	-3.1	2	-2.1	5	11	9	-2
Cc1nc(SCC(=O)NCCc2ccccc2)n[nH]1	-0.2	-19	-3.0	2	-1.6	2	0.3	-14	-3
CCc1ccccc1NC(=O)C1C(c2ccccc2)C1(Cl)Cl (stereo not given)	-0.8	29	-1.8	-11	-3.4	-10	-1.0	-3	-6
CC(C)=CCC/C(C)=C/CC/C(C)=N/O	-0.9	1	-2.4	-4	-3.8	-2	-0.7	-11	-3
O=C(/C=C/c1ccc(Br)cc1)NC(=S)N1CCOCC1	-3.0	-91	-2.5	-2	-4.9	3	-1.2	-16	-3
COc1ccc(NC(=O)CCC(=O)OCc2ccc(Br)cc2)cc1	-0.8	-4	0.8	-2	-1.8	7	0.0	-3	-3
Cc1ccc(C(=O)N2CCN(c3ccc(NC(=O)c4cc(C)cc(C)c4)cc3)CC2)cc1	·	31	-2.8	-4	-0.4	-34	·	-12	-2
Cc1onc(-c2ccccc2)c1C(=O)N1CCC(CO)(Cc2ccccc2)CC1	3.3	50	-2.8	12	-3.6	-40	5.4	5	-6

Compound activity (PubChem)
